Bioassay records (PubChem BioAssay)
PfHsp40 yeast: rescue of yeast from PfHsp40 toxicity, primary screen, S. cerevisiae, ATP luminescence. S. cerevisiae expressing PfHsp40, growth rescue. growth rescue, % at 12.5 µM. 0.68% of 340,000 active. AID 504582, 2011; in the data active = growth rescue above about 28%, passing the limit was not always enough; inconclusive = no clear call, values can overlap the other calls;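 also: yeast W303a lacking pdr1 and pdr3 grown in galactose medium; growth measured after three days at 30 °C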
Yp Topo-I inh: Yersinia pestis topoisomerase I inhibitors, primary screen, biochemical, cleavage product accumulation, plate reader, single point. Y. pestis Topo-I cleavage product accumulation. activity, % at 10 µM. 0.064% of 360,000 active; in the data active = activity above about 50%, passing the limit was not always enough; inconclusive = no clear call, values can overlap the other calls; also: inactives centre near 2
VHR inh abs: VHR1 phosphatase inhibitors, primary screen, biochemical, absorbance, uHTS | inhibition, % at 13.3 µM | 0.52% of 290,000 active | recombinant VHR phosphatase, pNPP absorbance | AID 1654, 2009; in the data active = inhibition above about 50%; also: some compounds called inactive have numbers as strong as hits
SSB-PriA inh: inhibitors of Klebsiella pneumoniae PriA binding to SSB C-terminal tail, primary screen, biochemical, AlphaScreen; 0.6% of 430,000 active; AID 1272365, 2023; AlphaScreen SSBct-PriA binding, biotinylated peptide; inhibition, % at 33 µM; in the data active = inhibition mostly above about 37%, no sharp cut-off; inactive = mostly below about 20%;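 also: plate controls were negative control peptide for no effect and reference peptide for full effect; strong numbers were not always called active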
Anthrax LF prot: Bacillus anthracis LF protease inhibitors, primary screen, biochemical, multiplex microsphere, MLPCN library; Lethal factor (Bacillus anthracis), P15917; 0.12% of 360,000 active; AID 588501, 2011; inhibition, % at 10 µM; multiplex microsphere protease cleavage assay; also: plate controls were buffer without enzyme for full effect and enzyme alone for no effect
BH1578 lux ind: inducers of Vibrio cholerae quorum light production without autoinducers, primary screen, BH1578 luxS cqsA deficient, single point | V. cholerae BH1578 lux reporter, luminescence, 6 h | activation, % at 18.7 µM | 0.16% of 350,000 active | AID 588436, 2011; in the data active = activation mostly above about 9.7%, no sharp cut-off; inconclusive = no clear call, values can overlap the other calls; inactive = mostly below about 3.7%; also: not every result past the cut was called active; inactives centre near 0; reference of the scale not given here
3CLpro inhibitor: SARS-CoV 3CLpro protease inhibitors, primary screen, biochemical, quenched FRET; recombinant SARS-CoV 3CLpro, quenched FRET peptide cleavage; inhibition, % at 6 µM; 0.14% of 290,000 active; Replicase polyprotein 1ab (Severe acute respiratory syndrome coronavirus), P0C6X7; AID 1706, 2009; in the data active = inhibition above about 12%
TcdB GH inh: TcdB glycohydrolase inhibitors, primary screen, biochemical, single point, plate reader | Toxin B (Clostridioides difficile), P18177 | TcdB glycohydrolase enzymatic assay | inhibition, % at 9.99 µM | 0.24% of 350,000 active | AID 652162, 2013; in the data active = inhibition above about 10%
Target sequence (P18177 whole entry, looked up): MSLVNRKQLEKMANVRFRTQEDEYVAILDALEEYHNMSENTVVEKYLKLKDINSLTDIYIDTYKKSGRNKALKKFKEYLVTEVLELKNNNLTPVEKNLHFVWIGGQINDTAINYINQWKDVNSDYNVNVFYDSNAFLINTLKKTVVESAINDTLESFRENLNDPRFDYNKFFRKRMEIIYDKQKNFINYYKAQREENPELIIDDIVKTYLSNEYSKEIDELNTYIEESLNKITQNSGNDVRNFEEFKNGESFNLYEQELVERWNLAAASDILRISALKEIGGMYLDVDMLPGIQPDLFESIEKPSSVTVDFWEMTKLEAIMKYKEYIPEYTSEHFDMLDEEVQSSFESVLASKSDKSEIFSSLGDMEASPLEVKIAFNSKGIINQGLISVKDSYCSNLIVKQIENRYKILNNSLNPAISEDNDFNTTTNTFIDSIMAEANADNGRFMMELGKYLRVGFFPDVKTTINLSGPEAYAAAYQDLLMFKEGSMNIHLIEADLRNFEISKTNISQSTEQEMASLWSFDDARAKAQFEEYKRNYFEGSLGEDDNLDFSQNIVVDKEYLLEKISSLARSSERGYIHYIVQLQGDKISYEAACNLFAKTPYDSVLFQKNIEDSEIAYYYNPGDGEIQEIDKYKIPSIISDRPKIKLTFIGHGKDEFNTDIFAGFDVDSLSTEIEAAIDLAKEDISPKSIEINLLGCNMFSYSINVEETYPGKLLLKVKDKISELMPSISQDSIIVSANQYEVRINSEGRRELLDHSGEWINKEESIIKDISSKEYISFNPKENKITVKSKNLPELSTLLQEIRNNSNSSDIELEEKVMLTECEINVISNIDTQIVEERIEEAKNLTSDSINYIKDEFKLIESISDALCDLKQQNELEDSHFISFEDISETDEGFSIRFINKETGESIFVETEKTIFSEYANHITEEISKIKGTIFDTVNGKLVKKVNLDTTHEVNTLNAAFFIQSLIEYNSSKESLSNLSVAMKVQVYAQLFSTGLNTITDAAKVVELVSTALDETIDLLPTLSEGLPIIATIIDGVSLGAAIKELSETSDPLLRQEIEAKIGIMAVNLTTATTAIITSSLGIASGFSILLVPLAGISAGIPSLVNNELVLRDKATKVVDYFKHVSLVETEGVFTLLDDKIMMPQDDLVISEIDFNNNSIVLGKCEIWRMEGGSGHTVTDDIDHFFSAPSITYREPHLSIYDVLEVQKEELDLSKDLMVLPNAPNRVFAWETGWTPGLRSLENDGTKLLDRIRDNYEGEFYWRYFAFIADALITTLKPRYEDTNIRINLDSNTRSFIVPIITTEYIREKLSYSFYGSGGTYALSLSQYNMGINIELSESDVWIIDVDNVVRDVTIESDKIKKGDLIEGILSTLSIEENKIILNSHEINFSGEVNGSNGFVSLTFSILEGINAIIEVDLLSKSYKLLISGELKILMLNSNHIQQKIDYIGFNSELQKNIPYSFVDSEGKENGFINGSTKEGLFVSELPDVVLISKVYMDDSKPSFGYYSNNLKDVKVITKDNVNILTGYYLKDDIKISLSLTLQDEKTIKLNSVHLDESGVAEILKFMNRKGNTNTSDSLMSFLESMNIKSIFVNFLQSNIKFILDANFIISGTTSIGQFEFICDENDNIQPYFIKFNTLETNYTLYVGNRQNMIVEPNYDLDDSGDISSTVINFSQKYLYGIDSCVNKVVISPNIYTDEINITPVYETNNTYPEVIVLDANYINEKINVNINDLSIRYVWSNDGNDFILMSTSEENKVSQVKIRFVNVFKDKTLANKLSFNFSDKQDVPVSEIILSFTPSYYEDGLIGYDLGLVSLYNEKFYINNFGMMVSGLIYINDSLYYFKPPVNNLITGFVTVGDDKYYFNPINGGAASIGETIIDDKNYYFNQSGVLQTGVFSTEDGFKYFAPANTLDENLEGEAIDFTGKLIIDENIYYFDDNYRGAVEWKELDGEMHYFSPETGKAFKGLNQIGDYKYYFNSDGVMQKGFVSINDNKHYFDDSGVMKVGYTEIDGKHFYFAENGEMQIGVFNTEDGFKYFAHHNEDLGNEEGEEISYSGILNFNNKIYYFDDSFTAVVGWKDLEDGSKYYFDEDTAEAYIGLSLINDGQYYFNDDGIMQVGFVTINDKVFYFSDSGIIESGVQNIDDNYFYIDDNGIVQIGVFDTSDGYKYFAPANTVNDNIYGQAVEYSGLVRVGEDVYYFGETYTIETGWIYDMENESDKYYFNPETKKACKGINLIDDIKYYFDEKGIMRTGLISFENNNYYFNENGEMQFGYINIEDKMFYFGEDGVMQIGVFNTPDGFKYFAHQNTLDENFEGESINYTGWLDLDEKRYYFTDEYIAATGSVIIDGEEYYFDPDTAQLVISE
BoNT-A LC inh2: BoNT/A light chain protease inhibitors, primary screen, biochemical, flow cytometry, MLPCN library. inhibition, % at 10 µM. multiplex microsphere protease substrate cleavage. 0.17% of 360,000 active; also: plate controls were buffer without enzyme for full effect and enzyme alone for no effect
CCHF vOTU inh: CCHFV vOTU protease inhibitors, primary screen, biochemical, Pep-AMC substrate, fluorescence; inhibition, % at 11.5 µM; AID 651958, 2012; 0.55% of 370,000 active; Crimean-Congo hemorrhagic fever virus L polyprotein viral ovarian tumor (vOTU) protease …; in the data active = inhibition above about 30%; also: 0% = vehicle wells with enzyme and 100% = no enzyme wells
Active calls of the source: *; & = joins results of further samples. Rule as the data show it, unless noted: active = inhibition above about 30%; inconclusive = no clear call, values can overlap the other calls; inactive = below that. Not all compounds are listed; the hit share may differ from the screen's.

Fc1cccc(/C=N/Nc2nncc3ccccc23)c1 was read as PfHsp40 yeast -1.8, Yp Topo-I inh -3, VHR inh abs 2, Anthrax LF prot 25, BH1578 lux ind 0.1, 3CLpro inhibitor -4, TcdB GH inh 0.4, BoNT-A LC inh2 -1.2 and CCHF vOTU inh 9.
`COc1ccc(S(=O)(=O)N2CCCC2CNC(=O)C(=O)NC2CCCCCC2)cc1` (stereo unspecified) gave PfHsp40 yeast 3.3, Yp Topo-I inh 29, SSB-PriA inh -6, Anthrax LF prot -4, BH1578 lux ind -1.4, TcdB GH inh 0.3, BoNT-A LC inh2 3.9 and CCHF vOTU inh -10.
Screening COC(=O)c1sc(-c2ccccc2)cc1NC(=O)c1cc(OC)cc(OC)c1 returned PfHsp40 yeast -0.8, Yp Topo-I inh 1, VHR inh abs 8, SSB-PriA inh -2, Anthrax LF prot 0, BH1578 lux ind -0.5, 3CLpro inhibitor 4, BoNT-A LC inh2 0.1 and CCHF vOTU inh -9.
Screening CC(=O)Nc1ccc(S(=O)(=O)N[C@H](C(=O)O)C(C)C)cc1 returned PfHsp40 yeast 0.5, Yp Topo-I inh 1, VHR inh abs 2, SSB-PriA inh 1, Anthrax LF prot -1, BH1578 lux ind inactive, 3CLpro inhibitor -5, BoNT-A LC inh2 -0.2 and CCHF vOTU inh 1.
For COc1cc(OC)cc(C(=O)N/N=C2/SCC(=O)N2Cc2ccco2)c1 the results were PfHsp40 yeast -1.1, Yp Topo-I inh -4, VHR inh abs 12, Anthrax LF prot -2, BH1578 lux ind inactive, 3CLpro inhibitor 2, TcdB GH inh -2.1, BoNT-A LC inh2 -0.4 and CCHF vOTU inh 11.
`COc1ccc(OCC(=O)Nc2cc3c(cc2C(=O)O)OCCCO3)cc1` gave PfHsp40 yeast -3.0, Yp Topo-I inh 4, VHR inh abs 6, SSB-PriA inh -10, Anthrax LF prot -21, BH1578 lux ind -7.8, 3CLpro inhibitor -1, TcdB GH inh -0.1, BoNT-A LC inh2 -4.5 and CCHF vOTU inh 8.
Screening CCCc1nnc(NC(=O)CC(=O)Nc2ccccc2C(=O)O)s1 returned PfHsp40 yeast -3.2, Yp Topo-I inh 1, VHR inh abs 20, SSB-PriA inh -1, Anthrax LF prot 6, BH1578 lux ind inactive, 3CLpro inhibitor 6, BoNT-A LC inh2 0.3 and CCHF vOTU inh -12.
`CCN(CC)S(=O)(=O)c1ccc(C(=O)N(c2ccc(C)cc2)C2C=CS(=O)(=O)C2)cc1` (stereo unspecified) gave PfHsp40 yeast 2.0, Yp Topo-I inh -10, VHR inh abs 0, SSB-PriA inh -5, BH1578 lux ind 0.1, 3CLpro inhibitor -1, TcdB GH inh -0.2 and CCHF vOTU inh -6.
Screening O=C(CCS(=O)(=O)c1ccccc1Cl)NCc1ccc(F)cc1 returned PfHsp40 yeast 0.7, Yp Topo-I inh 7, VHR inh abs 10, SSB-PriA inh 6, Anthrax LF prot -11, BH1578 lux ind inactive, 3CLpro inhibitor 2, TcdB GH inh 1.7, BoNT-A LC inh2 0.0 and CCHF vOTU inh -10.
`COc1cc(CNCCc2c[nH]c3ccccc23)cc(Cl)c1OCC(N)=O` gave PfHsp40 yeast 0.5, Yp Topo-I inh -3, VHR inh abs -14, SSB-PriA inh 13, Anthrax LF prot -3, BH1578 lux ind inactive, 3CLpro inhibitor 3, BoNT-A LC inh2 -0.4 and CCHF vOTU inh 9.
c1ccc(CN2CCN(c3nc4ccccc4s3)CC2)cc1 was read as PfHsp40 yeast 1.1, Yp Topo-I inh 8, VHR inh abs 7, SSB-PriA inh 2, Anthrax LF prot 7, BH1578 lux ind -0.9, 3CLpro inhibitor 1, TcdB GH inh 0.4, BoNT-A LC inh2 -2.8 and CCHF vOTU inh 0.
Cc1ccc(SCc2cc(=O)c3c(=O)n(-c4ccccc4)[nH]c3[nH]2)cc1 was read as PfHsp40 yeast 1.1, Yp Topo-I inh -1, VHR inh abs 12, SSB-PriA inh -10, Anthrax LF prot 10, BH1578 lux ind -0.5, 3CLpro inhibitor 8, TcdB GH inh 0.3, BoNT-A LC inh2 -0.8 and CCHF vOTU inh 7.
`Nc1ccc(-c2nc3ccccc3s2)cn1` gave PfHsp40 yeast 2.6, Yp Topo-I inh 2, VHR inh abs -4, SSB-PriA inh -16, Anthrax LF prot -2, BH1578 lux ind -0.3, 3CLpro inhibitor -2, TcdB GH inh 0.3, BoNT-A LC inh2 -0.1 and CCHF vOTU inh -126.
For CCOC(=O)[C@]12CCCC=C1N(Cc1ccco1)C(=O)[C@H](CC(=O)NCCc1ccccc1OC)C2 the results were Anthrax LF prot -8, TcdB GH inh 0.8, BoNT-A LC inh2 0.4 and CCHF vOTU inh 11.
CN(C)S(=O)(=O)c1cccc(N=C2NN=C(c3ccccc3)CS2)c1 was read as VHR inh abs 13, SSB-PriA inh 36, 3CLpro inhibitor -1, TcdB GH inh 1.0 and CCHF vOTU inh 14.
`COc1cccc(S(=O)(=O)NCc2ccc(C(=O)Nc3cccc(Cl)c3)cc2)c1` gave PfHsp40 yeast -0.7, Yp Topo-I inh -4, VHR inh abs -6, SSB-PriA inh 6&-21, Anthrax LF prot -5, BH1578 lux ind 0.1, 3CLpro inhibitor -3, BoNT-A LC inh2 -0.5 and CCHF vOTU inh -2.
Screening Cc1ccc(C)c(NC(=O)CN(C)C(=O)C2CCN(C(=O)Nc3ccccc3)CC2)c1 returned PfHsp40 yeast 0.3, Yp Topo-I inh -5, SSB-PriA inh -6, Anthrax LF prot 4, BH1578 lux ind inactive, TcdB GH inh 2.0, BoNT-A LC inh2 -1.2 and CCHF vOTU inh 0.
O=C(Nc1ccc(Cl)cc1Cl)N1CCN(c2ncccn2)CC1 was read as PfHsp40 yeast 0.6, Yp Topo-I inh 4, VHR inh abs 16, SSB-PriA inh 2, Anthrax LF prot -7, BH1578 lux ind -0.9, 3CLpro inhibitor 7, TcdB GH inh -1.0, BoNT-A LC inh2 -0.8 and CCHF vOTU inh 9.
`CN=C(SCc1cc2c(cc1Cl)OCO2)c1c(O)n(C)c(=O)n(C)c1=O` gave PfHsp40 yeast 2.4, Yp Topo-I inh 1, VHR inh abs 46, SSB-PriA inh -27, Anthrax LF prot -3, BH1578 lux ind -0.4, 3CLpro inhibitor -6, BoNT-A LC inh2 -0.5 and CCHF vOTU inh 2.
`Cc1csc(NC(=O)CSc2ccc(-c3ccccn3)nn2)n1` gave PfHsp40 yeast inconclusive, Yp Topo-I inh 9, VHR inh abs -3, SSB-PriA inh 63*, Anthrax LF prot -2, BH1578 lux ind -0.2, 3CLpro inhibitor 1, TcdB GH inh 1.7, BoNT-A LC inh2 -1.3 and CCHF vOTU inh 7.
Screening COc1ccc2c(c1)CCc1c(C(=O)NC3CCCCC3)noc1-2 returned PfHsp40 yeast 1.1, Yp Topo-I inh 4, VHR inh abs 6, SSB-PriA inh -10, Anthrax LF prot -4, BH1578 lux ind -0.5, 3CLpro inhibitor 2, BoNT-A LC inh2 -1.7 and CCHF vOTU inh -7.
CCn1cc(/C=N/NC(=O)COc2cccc3cccnc23)c2ccccc21 was read as PfHsp40 yeast -1.8, Yp Topo-I inh 40, VHR inh abs 24, Anthrax LF prot 0, BH1578 lux ind -0.2, 3CLpro inhibitor -7, BoNT-A LC inh2 -0.6 and CCHF vOTU inh 13.
For O=C1Nc2cc(C(=O)N3CCC(N4CCCCC4)CC3)ccc2S/C1=C\c1ccccc1 the results were PfHsp40 yeast -0.6, Yp Topo-I inh -4, VHR inh abs -1, SSB-PriA inh 1, Anthrax LF prot -2, BH1578 lux ind -0.4, 3CLpro inhibitor -3, TcdB GH inh 1.0, BoNT-A LC inh2 -1.7 and CCHF vOTU inh 11.
`S=C(Nc1ccc(Cl)cc1)N1CCN(Cc2ccccc2)CC1` gave PfHsp40 yeast -0.9, Yp Topo-I inh 5, VHR inh abs 26, SSB-PriA inh 3, Anthrax LF prot -5, BH1578 lux ind -0.4, 3CLpro inhibitor -1, TcdB GH inh 0.1, BoNT-A LC inh2 -0.1 and CCHF vOTU inh 8.
For COc1[nH]c2ccc(F)cc2c1C(=O)OCC1CCN(CCNS(C)(=O)=O)CC1 the results were PfHsp40 yeast -0.8, Yp Topo-I inh -10, SSB-PriA inh -11, Anthrax LF prot 12, BH1578 lux ind inactive, TcdB GH inh 1.4, BoNT-A LC inh2 -0.5 and CCHF vOTU inh -9.
COc1ccc(-c2ccc(C(C)=O)cc2)cc1[C@H]1[C@H]2C=CC[C@@H](C)[C@@H]2C(=O)N1Cc1ccccc1 was read as PfHsp40 yeast inconclusive, Yp Topo-I inh 41, VHR inh abs -4, SSB-PriA inh -8, Anthrax LF prot -3, BH1578 lux ind -9.5, TcdB GH inh -6.0, BoNT-A LC inh2 -0.4 and CCHF vOTU inh 12.
`COc1cccc(NC(=O)c2ncc(Cl)c(Cl)c2Cl)c1` gave PfHsp40 yeast -1.0, Yp Topo-I inh -3, VHR inh abs 13, SSB-PriA inh -5, Anthrax LF prot -6, BH1578 lux ind -0.6, 3CLpro inhibitor -1, TcdB GH inh 0.4, BoNT-A LC inh2 0.6 and CCHF vOTU inh -6.
For CN(C)CCCN(C(=O)c1ccc(S(=O)(=O)N2CCCCC2)cc1)c1nc2cc3c(cc2s1)OCO3 the results were PfHsp40 yeast -0.6, Yp Topo-I inh -2, VHR inh abs -2, SSB-PriA inh 8, Anthrax LF prot -2, BH1578 lux ind -0.4, 3CLpro inhibitor 1, TcdB GH inh -0.8, BoNT-A LC inh2 0.5 and CCHF vOTU inh 4.

Grouped by structure: those above containing two or more sulfur atoms (4)
`CCN(CC)S(=O)(=O)c1ccc(C(=O)N(c2ccc(C)cc2)C2C=CS(=O)(=O)C2)cc1` (stereo unspecified) gave PfHsp40 yeast 2.0, Yp Topo-I inh -10, VHR inh abs 0, SSB-PriA inh -5, BH1578 lux ind 0.1, 3CLpro inhibitor -1, TcdB GH inh -0.2 and CCHF vOTU inh -6.
CN(C)S(=O)(=O)c1cccc(N=C2NN=C(c3ccccc3)CS2)c1 was read as VHR inh abs 13, SSB-PriA inh 36, 3CLpro inhibitor -1, TcdB GH inh 1.0 and CCHF vOTU inh 14.
`Cc1csc(NC(=O)CSc2ccc(-c3ccccn3)nn2)n1` gave PfHsp40 yeast inconclusive, Yp Topo-I inh 9, VHR inh abs -3, SSB-PriA inh 63*, Anthrax LF prot -2, BH1578 lux ind -0.2, 3CLpro inhibitor 1, TcdB GH inh 1.7, BoNT-A LC inh2 -1.3 and CCHF vOTU inh 7.
For CN(C)CCCN(C(=O)c1ccc(S(=O)(=O)N2CCCCC2)cc1)c1nc2cc3c(cc2s1)OCO3 the results were PfHsp40 yeast -0.6, Yp Topo-I inh -2, VHR inh abs -2, SSB-PriA inh 8, Anthrax LF prot -2, BH1578 lux ind -0.4, 3CLpro inhibitor 1, TcdB GH inh -0.8, BoNT-A LC inh2 0.5 and CCHF vOTU inh 4.
